HADH2 inh = qHTS Assay for Inhibitors of HADH2 (Hydroxyacyl-Coenzyme A Dehydrogenase, Type II); recombinant HADH2, NADH fluorescence, beta-hydroxybutyryl-CoA; Potency, µM (highest dose often 57.1 µM), for inactives: top-dose activity change, negative = inhibition, usual class: inhibitors; hit rate 3.4% among 73,000; also: potency is read from the fitted curve at half-maximal effect; % is scaled to controls: 0 for no effect and ±100 for the full control effect; nearly all actives have a fitted effect of over 60% in size; many of its hits are not listed in these tables
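Buffer 100 mM Tris-HCl pH 9.0/0.01% Tween-20; HADH2 20 nM; NAD+ 1 mM; beta-hydroxybutyryl-CoA 90 uM (all final). 15 min cpd preincubation, RT.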
Caspase-7 inhib = qHTS Assay for Allosteric/Competitive Inhibitors of Caspase-7 | P55210 | recombinant caspase-7, Ac-DEVD-AFC fluorescence rate | Potency, µM (top dose mostly 57.5 µM), for inactives: top-dose activity change, negative = inhibition, usual class: inhibitors | hit rate 0.02% among 75,000 | AID 889, 2007; active = well fitted inhibition curve with a large enough effect in the main read-out, with a control signal flat, not every such curve was filed as active; inconclusive = small, poorly fitted or top-dose-only effect, or a change in a side signal; also: potency is read from the fitted curve at half-maximal effect; % of control where 0% means no effect
USP2a inh = qHTS Assay for Inhibitors of Ubiquitin-specific Protease USP2a. USP2a enzymatic assay, qHTS inhibition. Potency, µM (highest dose often 38.3 µM), for inactives: top-dose activity change, negative = inhibition, hits mostly inhibitors. hit rate 0.1% among 60,000;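 also: potency is read from the fitted curve at half-maximal effect; nearly all actives have a fitted effect of over 60% in size; plate controls were DMSO for no effect and NEM full inhibition control for full effect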
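USP2 core (20nM final) preincubated 30 min RT with compound, then Ub-PLA2 20nM and NBD C6-HPC 20uM final added; buffer 20mM Tris-HCl pH 8.0, 2mM CaCl2. Fluorescence Ex 460/Em 535 read at 0 and 2.5 h; normalized to NEM.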
FLuc inh = qHTS Assay for Inhibitors of Firefly Luciferase; Luciferin 4-monooxygenase (Photinus pyralis), P08659; hit rate 2.2% among 72,000; Potency, µM (series often up to 57.1 µM), for inactives: at the highest dose activity change, negative = inhibition, most hits filed as inhibitors; purified firefly luciferase, luminescence, 8 min; also: potency is read from the fitted curve at half-maximal effect; % is scaled to controls: 0 for no effect and ±100 for the full control effect; nearly all actives have a fitted effect of over 40% in size
Target sequence (P08659 whole entry, looked up): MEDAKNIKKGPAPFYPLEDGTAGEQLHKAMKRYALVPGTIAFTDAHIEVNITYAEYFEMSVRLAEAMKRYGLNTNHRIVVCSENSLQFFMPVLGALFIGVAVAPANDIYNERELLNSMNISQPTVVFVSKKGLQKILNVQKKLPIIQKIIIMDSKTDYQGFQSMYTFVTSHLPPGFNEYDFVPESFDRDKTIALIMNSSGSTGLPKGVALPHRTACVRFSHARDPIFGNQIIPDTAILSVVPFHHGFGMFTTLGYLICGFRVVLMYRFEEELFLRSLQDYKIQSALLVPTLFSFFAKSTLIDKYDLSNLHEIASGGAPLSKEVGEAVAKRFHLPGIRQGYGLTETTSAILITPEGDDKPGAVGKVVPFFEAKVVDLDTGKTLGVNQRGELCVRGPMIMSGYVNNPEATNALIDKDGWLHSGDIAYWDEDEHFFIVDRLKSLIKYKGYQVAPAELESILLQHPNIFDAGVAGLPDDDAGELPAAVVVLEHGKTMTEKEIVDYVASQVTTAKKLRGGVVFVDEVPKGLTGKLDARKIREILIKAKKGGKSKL
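Luminescence read-out after 8 min at room temperature; enzyme reaction used luciferin plus 10 uM ATP (linear range) in imidazole buffer pH 7.2 with KCl, MgCl2, Tween 20 and BSA. Each sample was run as a titration.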
TexasRed autofl = qHTS Assay for Spectroscopic Profiling in Texas Red Spectral Region; Compound fluorescence, Texas Red channel, 547/618 nm; active compounds read high; AID 587, 2007; hit rate 0.06% among 59,000; max dye-equivalent concentration, M; in the data active = max dye-equivalent concentration above about 10 nM; inconclusive = between about 1.1 nM and that limit
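Spectral interference profiling: each compound concentration's relative fluorescence, read with a 547 nm excitation and 618 nm emission filter pair, was normalized to a per-plate Texas Red standard curve.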
Rhodamine fluor = qHTS Assay for Spectroscopic Profiling in Rhodamine Spectral Region; Rhodamine-region fluorescence, 547/598 nm, Tris buffer; active compounds read high; max dye-equivalent concentration, M; hit rate 0.05% among 59,000; in the data active = max dye-equivalent concentration above about 11 nM; inconclusive = between about 1.1 nM and that limit
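qHTS spectral profiling of compounds without any target or enzyme present, in pH 8.0 Tris buffer; plates were read after a 15-minute room-temperature incubation using the rhodamine-region filter set.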
Caspase-1 inhib = qHTS Assay for Allosteric/Competitive Inhibitors of Caspase-1; P29466; Caspase-1 enzyme, Ac-WEHD-AFC fluorogenic rate; Potency, µM (doses to about 57.5 µM), without a hit: at the highest dose activity change, negative = inhibition, actives largely listed as inhibitors; hit rate 0.03% among 75,000;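 also: potency is read from the fitted curve at half-maximal effect; plate controls were vehicle for no effect and no substrate for full effect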
Target sequence (P29466 120-297 limits assumed): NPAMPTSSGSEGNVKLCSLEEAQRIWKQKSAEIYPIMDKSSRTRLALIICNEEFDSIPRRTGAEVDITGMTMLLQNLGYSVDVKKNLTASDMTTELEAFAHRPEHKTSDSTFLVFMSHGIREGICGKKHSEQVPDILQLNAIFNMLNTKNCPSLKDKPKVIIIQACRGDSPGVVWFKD
Target sequence (P29466 317-404 limits assumed): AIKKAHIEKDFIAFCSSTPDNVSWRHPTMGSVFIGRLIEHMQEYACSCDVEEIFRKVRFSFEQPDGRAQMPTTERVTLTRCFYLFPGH
HEK293 cAMP ctrl = qHTS Assay for Agonists of the Thyroid Stimulating Hormone Receptor: Activators of Intracellular cAMP Concentrations in Parental HEK 293. Potency, µM (doses to about 57.1 µM), for the others: top-dose activation, usual class: activators. parental HEK293 CNG cAMP sensor, membrane potential fluorescence. hit rate 2.5% among 73,000; also: potency is read from the fitted curve at half-maximal effect; % of control where 0% means no effect; nearly all actives have a fitted effect of over 55% in size
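Parental HEK 293 cells stably expressing a modified CNG channel (no TSHR) report cAMP rise as membrane depolarization. Membrane potential dye with 100 uM RO 20-1724 was loaded for 60 min at room temperature, then compound added for 30 min; fluorescence read at 590 nm.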
Tau fil binding = qHTS Assay for Tau Filament Binding | Microtubule-associated protein tau (Homo sapiens), P10636 | recombinant tau filaments, thioflavin S fluorescence, 15 h; filaments grown with octadecylsulfate alongside compound | Potency, µM (top dose mostly 57.1 µM), inactives show top-dose activity change, negative = inhibition | hit rate 2% among 71,000 | AID 596, 2007;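 also: potency is read from the fitted curve at half-maximal effect; % is scaled to controls: 0 for no effect and ±100 for the full control effect; actives lower thioflavin S fluorescence by blocking filaments or displacing dye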
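Quantitative HTS: thioflavine S signal from ODS-induced tau filaments, excited at 450 nm, emission 510 nm. Conditions: 1 uM tau, 30 uM ODS, 15 h at 37 C, pH 7.4.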
ERK AVP inh = qHTS Assay for Inhibitors of the ERK Signaling Pathway using a Homogeneous Screening Assay | HEK293-V1b, vasopressin-stimulated pERK AlphaScreen | Potency, µM (doses to about 57.5 µM), without a hit: at the top dose activity, negative = inhibition, hits mostly inhibitors | hit rate 0.99% among 72,000 | AID 995, 2007; also: potency is read from the fitted curve at half-maximal effect; % is scaled to controls: 0 for no effect and ±100 for the full control effect; nearly all actives have a fitted effect of over 55% in size
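HEK293 cells stably expressing V1b receptor, seeded overnight in 1% FBS, were treated with compounds for 30 min at 37C, then stimulated 5 min with 25 nM vasopressin; phospho-ERK read by AlphaScreen SureFire after lysis.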
Fluorescein autfl = qHTS Assay for Spectroscopic Profiling in Fluorescein Spectral Region; Compound autofluorescence, 480/540 nm, fluorescein-equivalent; active compounds read high; max fluorescein-equivalent concentration, M; hit rate 0.91% among 59,000; in the data active = max fluorescein-equivalent concentration above about 10 nM; inconclusive = between about 1.1 nM and that limit
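Normalized response (dye-equivalent concentration) derives from comparing each well's 540 nm emission, under 480 nm excitation, with plate-resident fluorescein standards. Compounds were held in 100 mM Tris, pH 8.0, for 15 min at room temperature.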
Active calls of the source: *; i = inactive; ? = inconclusive; . = no result given; [ ] = another dose, or the depositor's remark. Unless noted, calls follow the shape of the dose curve; as a rule, active = well fitted curve in the direction sought with a large enough effect; inconclusive = small, poorly fitted or top-dose-only effect, or another doubt; inactive = no such curve, though single readings can be large; an effect the other way counts as inactive or inconclusive. Some of the compounds tested; rates above refer to the full screens.

SMILES	HEK293 cAMP ctrl	HADH2 inh	Tau fil binding	Caspase-1 inhib	USP2a inh	Caspase-7 inhib	Fluorescein autfl	Rhodamine fluor	ERK AVP inh	FLuc inh	TexasRed autofl
Cc1cc(NC(=O)Nc2ccccc2)n(-c2ccccc2)n1	?	-2%	1%	1%	4%	-2%	i	i	-2%	-2%	?
COc1ccc(Cn2c(-c3ccco3)nc3oc4ccccc4c(=O)c3c2=O)cc1	10%	6%	-7%	0%	5%	-1%	i	i	4%	2%	i
Clc1ccccn1	-8%	2%	9%	0%	.	1%	.	.	2%	.	.
C=CCOC(=O)C1=C(C)Nc2nc3ccccc3n2C1c1ccncc1 (configuration not stated)	13%	-154%	8%	-10%	29%	0%	i	i	-14%	-5%	?
Cc1nnc(SCC(=O)NCCc2ccccc2)[nH]c1=O	4%	?	2%	-2%	-2%	1%	?	i	-1%	-1%	i
O=c1cc(-c2ccccc2)[nH]c2nc3ccccc3n12	20%	129%[activator]	110%	-6%	-2%	-10%	i	i	2%	2.5µM*	i
CN(C)S(=O)(=O)c1cccc(C(=O)Nc2cc(Cl)ccc2O)c1	13%	0%	-8%	-5%	15%	-1%	i	i	-29%	13µM*	i
CCn1c(=O)cc(O)c2c(=O)n(C)c(=O)n(C)c21	-1%	2%	15%	1%	-5%	-8%	i	i	13%	1%	i
COc1ccc(CCNC(=O)CN2CCC(n3nnc4cc(F)ccc43)CC2)cc1OC	-3%	11%	-1%	1%	-8%	6%	?	i	?	-38%	?
O=c1c2ccccc2sn1-c1ccc(S(=O)(=O)N2CCCC2)cc1	-7%	0.13µM*	1%	0%	0%	0%	i	i	-2%	0%	i
CCCc1nnc(SCc2ccc(C(=O)OC)o2)n1N	-3%	-11%	-4%	2%	3%	-1%	?	i	-11%	-1%	i
COCCNc1ncnc2ccc(-c3ccccc3OC)cc12	?	?	-4%	-2%	0%	-4%	?	i	-18%	1%[2.29 µM]	i
COc1ccc(-c2nnc3n2N=C(C)CS3)cc1OC	?	-4%	0%	-3%	-15%	-2%	?	i	50%[activator]	0%	i
CCOC(=O)CCC(NC(=O)c1cncc(O)c1)C(=O)OCC (configuration not stated)	3%	25µM*	-14%	4%	-7%	1%	?	i	-13%	2%	i
COc1ccc(C(=O)OCC(=O)c2ccc(C)c(S(=O)(=O)N3CCOCC3)c2)cc1OC	?	0%	7%	-1%	27%	1%	i	i	4%	-3%	i
CC1=C(C(=O)Nc2ccccc2C)C(c2ccc(C)o2)C2=C(CCCC2=O)N1 (configuration not stated)	7%	-17%	-3%	-12%	.	-19%	i	i	-1%	-4%	?
CN(Cc1ccccc1)C(=O)CCS(=O)(=O)c1ccc2c(c1)n(C)c(=O)c(=O)n2C	2%	-24%	5%	1%	.	3%	.	.	-14%	2%	.
COc1ccc(NC(=O)CSc2nc3c(cc2C#N)CN(C)CC3)cc1	4%	14%	-18%	-10%	116%[activator]	-10%	i	i	-8%	-1%	i
COc1ccc(Cn2c(CCC(=O)NCc3ccco3)nc3cccnc32)cc1	3%	11%	-7%	0%	3%	0%	?	i	10%	2%	i
CCOC(=O)c1c(C)c(C(=O)NCc2ccccc2OC)c(C)n1C	4%	8%	5%	0%	17%	0%	i	i	-29%	3%	i
CCCCNC(=O)C1C2C=CC3(CN(Cc4ccc(C)cc4)C(=O)C13)O2 (configuration not stated)	16%	1%	8%	-1%	-6%	0%	i	i	13%	2%	i
COc1ccc(OCC(=O)OCC(=O)Nc2ccc(S(=O)(=O)N3CCCCC3)cc2)cc1	5%	4%	-6%	-3%	24%	-2%	i	i	-2%	0%	i
CC(=O)n1nc(-c2ccccc2)nc1NCc1ccc(F)cc1	25%	22%	-1%	0%	2%	-1%	?	i	13%	-1%	i
COc1cccc(-c2csc(N3CCN(C(=O)Nc4ccccc4OC)CC3)n2)c1	22%	?	-3%	-8%	.	-5%	i	i	-26%	1%	i
O=C(Nc1ccc(CN2CCCCC2)cc1)c1ccc2c(c1)OCO2	12%	12%	24%	-1%	6%	-1%	i	i	-15%	-20%	i
CCN(CC)S(=O)(=O)c1ccc(-c2nnco2)cc1	1%	2%	-7%	0%	6%	-1%	i	i	6%	4%	?
CC(=O)N1CCc2c(sc(NC(=O)c3ccc(S(=O)(=O)N(C)C)cc3)c2C#N)C1	5%	-10%	-5%	0%	.	-1%	.	.	.	-7%	.
CNC(=O)CN(C)S(=O)(=O)c1ccc(OC)c(Cl)c1	1%	1%	-6%	-2%	3%	0%	?	i	-6%	0%	i
C=CCn1c(COc2ccccc2)nnc1SCC(=O)NCC(=O)OCC	-1%	16%	2%	-1%	5%	-1%	?	i	0%	1%	?
N#CC1(c2ccccc2)CCCN1C(=O)c1ccc(Br)o1 (configuration not stated)	26%	-5%	5%	3%	3%	-3%	?	i	4%	2%	i
Cc1ccc(S(=O)(=O)N2CCC(C(=O)O)(c3ccccc3)CC2)cc1	-8%[11.4 µM]	-1%[11.4 µM]	4%[11.4 µM]	5%[11.5 µM]	.	0%[11.5 µM]	i	i	0%[11.5 µM]	2%[11.4 µM]	i
CCCS(=O)(=O)N1CCC(C(=O)NC2CCCC(C)C2C)CC1 (configuration not stated)	21%	4%	9%	0%	13%	-1%	i	i	18%	0%	i
Cc1cccc(-c2nnc(N)s2)c1	12%	-5%	12%	0%	2%	1%	?	i	-5%	-4%	i
O=S(=O)(NCCSc1ccccc1)c1ccc2c(c1)OCCO2	?	2%	-1%	-5%	6%	0%	.	.	19%	2%	.
CCOC(=O)c1ccc(COC(=O)c2cc(=O)[nH]c3ccccc23)o1	3%	4%	-12%	-2%	13%	-3%	i	i	-20%	1%	?
CCCCNC(=O)CCn1nc(-c2ccccc2)ccc1=O	0%	13%	6%	2%	-1%	-1%	?	i	27%	1%	i
CCCCC(CC)C(=O)NCCc1ccc(S(N)(=O)=O)cc1 (configuration not stated)	17%	1%	7%	-5%	-2%	-1%	.	.	-2%	3%	.

A portion taken from the entries so far, for reference:
SMILES	HEK293 cAMP ctrl	HADH2 inh	Tau fil binding	Caspase-1 inhib	USP2a inh	Caspase-7 inhib	Fluorescein autfl	Rhodamine fluor	ERK AVP inh	FLuc inh	TexasRed autofl
CCN(CC)S(=O)(=O)c1ccc(-c2nnco2)cc1	1%	2%	-7%	0%	6%	-1%	i	i	6%	4%	?
CC(=O)N1CCc2c(sc(NC(=O)c3ccc(S(=O)(=O)N(C)C)cc3)c2C#N)C1	5%	-10%	-5%	0%	.	-1%	.	.	.	-7%	.
CNC(=O)CN(C)S(=O)(=O)c1ccc(OC)c(Cl)c1	1%	1%	-6%	-2%	3%	0%	?	i	-6%	0%	i
C=CCn1c(COc2ccccc2)nnc1SCC(=O)NCC(=O)OCC	-1%	16%	2%	-1%	5%	-1%	?	i	0%	1%	?
N#CC1(c2ccccc2)CCCN1C(=O)c1ccc(Br)o1 (configuration not stated)	26%	-5%	5%	3%	3%	-3%	?	i	4%	2%	i
Cc1ccc(S(=O)(=O)N2CCC(C(=O)O)(c3ccccc3)CC2)cc1	-8%[11.4 µM]	-1%[11.4 µM]	4%[11.4 µM]	5%[11.5 µM]	.	0%[11.5 µM]	i	i	0%[11.5 µM]	2%[11.4 µM]	i
CCCS(=O)(=O)N1CCC(C(=O)NC2CCCC(C)C2C)CC1 (configuration not stated)	21%	4%	9%	0%	13%	-1%	i	i	18%	0%	i
